GPR55 LPI antagonism – inhibition of LPI-stimulated GPR55 beta-arrestin translocation – imaging, U2OS, beta-arrestin-GFP, LPI agonist, primary screen (AID 2013); U2OS GPR55 beta-arrestin-GFP translocation imaging, LPI antagonism; higher % means a stronger effect; 290,000 tested, 0.13% active; one-dose inhibition, % at 10 µM; IC50 in µM for titrated hits;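 active means spots per cell inhibited over 60%, with over 100 cells counted and total cytoplasm intensity under 500,000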;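 further: U2OS cells stably carrying GPR55 and arrestin-GFP stimulated by 5 µM LPI near EC80; imaged beta-arrestin-GFP aggregate spots per cell after agonist stimulation; plate controls were LPI-stimulated DMSO wells for no effect and DMSO wells without LPI for full effect; some results filed as inactive read as strong as hits; confirmed hits need IC50 under 10 µM and bright autofluorescent wells are also inconclusive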
KOR beta-arrestin-1 – kappa opioid receptor blockers – cell-based, luminescence, uHTS (AID 1778) | 290,000 tested, 0.091% active | inhibition, % at 10 µM, or IC50 in µM where a hit was titrated | KOR beta-arrestin recruitment, luminescence, antagonist mode; higher % means a stronger effect; in the data active means inhibition above about 50%; further: strong numbers were not always called active
NOD1 NF-kB reporter – NOD1 signaling inhibitors, primary screen, cell-based, luminescence, uHTS (AID 1578). NOD1-driven NF-kB luciferase reporter cells, luminescence; higher % means a stronger effect. one-dose inhibition, % at 4 µM; EC50 in µM for titrated hits. 290,000 tested, 1% active; in the data active means inhibition mostly above about 36%, no sharp cut-off; inactive means mostly below about 34%;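 further: HEK-293T reporter cells stimulated with the NOD1 agonist gamma-tri-DAP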
HIV fusion peptide – cell-free HIV fusion peptide-binding blockers – biochemical, uHTS, fluorescence dequenching, primary screen (AID 1986); inhibition, % at 20 µM; hits with a dose series show IC50 in µM; 290,000 tested, 0.3% active; cell-free peptide binding, fluorescence dequenching, 30 min; higher % means a stronger effect; in the data active means inhibition mostly above about 52%, no sharp cut-off; inactive means mostly below about 76%; further: some results filed as inactive read as strong as hits
GPR35 arrestin U2OS – GPR35 antagonists blocking zaprinast-driven arrestin recruitment, primary screen, imaging, U2OS, beta-arrestin-GFP, zaprinast agonist (AID 2058) | 290,000 tested, 0.052% active | one-dose inhibition, % at 10 µM; IC50 in µM for titrated hits | U2OS GPR35 beta-arrestin-GFP translocation imaging, zaprinast antagonism; higher % means a stronger effect;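 active means inhibition of at least 50% with at least 30 cells and total cytoplasm GFP at most 10,000,000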
GPR55 beta-arrestin – GPR55 agonists via beta-arrestin recruitment, primary screen, imaging, U2OS cells, beta-arrestin-GFP redistribution (AID 1961); U2OS GPR55 beta-arrestin-GFP redistribution imaging; higher % means a stronger effect; one-dose activation, % at 10 µM; EC50 in µM for titrated hits; 290,000 tested, 0.048% active;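 active means activation above 40% with more than 50 cells counted in the well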;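 further: U2OS osteosarcoma cells stably expressing GPR55 and beta-arrestin-GFP; plate controls were DMSO negative control for no effect and LPI positive control for full effect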
KOR beta-arrestin-2 – kappa opioid receptor activators – cell-based, luminescence, uHTS, primary screen (AID 1777); activation, % at 10 µM; hits with a dose series show EC50 in µM; KOR beta-arrestin recruitment, luminescence; higher % means a stronger effect; 280,000 tested, 0.02% active; in the data active means activation above about 50%, passing the limit was not always enough; further: a part of the inactive calls stands beside numbers as strong as those of hits
Siah-1 displacement – Siah-1 peptide-binding antagonists, primary screen, biochemical, fluorescence polarization, rhodamine-plectin, uHTS (AID 1817); Siah-1 / rhodamine-plectin peptide fluorescence polarization; higher % means a stronger effect; displacement, % at 20 µM, or IC50 in µM where a hit was titrated; 290,000 tested, 0.02% active;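 active means displacement of at least 50% at 20 µM, with a fluorescence ratio check between 0.3 and a set limit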;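 further: plate controls were Siah plus tracer with DMSO for no effect and tracer alone without Siah for full effect; strong numbers were not always called active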
AID2073 – inhibitors of Mint1-CaV2.2 protein interaction, biochemical, HTRF (AID 2073). HTRF protein-protein interaction, Mint1-CaV2.2; higher % means a stronger effect. inhibition, % at 20 µM; hits with a dose series show IC50 in µM. 290,000 tested, 0.19% active; in the data active means inhibition mostly above about 51%, no sharp cut-off; further: some results filed as inactive read as strong as hits
An asterisk follows results filed as active; . = not tested or not shown; [ ] = dose if it differs, or a comment. Not all compounds are listed; the hit share may differ from the screen's.

item	SMILES	GPR55 LPI antagonism	KOR beta-arrestin-1	NOD1 NF-kB reporter	HIV fusion peptide	GPR35 arrestin U2OS
1	COC(=O)Cn1c(=NC(=O)c2nc3ccccc3s2)sc2cc(S(N)(=O)=O)ccc21	9%	28%	-43%	-1.3%	-5%
2	CC1CCCCC1NC(=O)CO/N=C/c1ccccc1OC(F)F (configuration not stated)	6%	-7%	-27%	1.3%	-4%
3	Cc1c(C)n(C(=O)CN2CCC(C)CC2)c2ccccc12	7%	17%	.	-1.5%	4%
4	CC(C)(C)C(=O)NC(=S)Nc1ccc(S(=O)(=O)Nc2nccs2)cc1	6%	-8%	-23%	5.0%	12%
5	COc1cc(/C=C/C(=O)OCC(=O)Nc2ccc3c(c2)OCCO3)ccc1O	-30%	-15%	17%	-1.7%	-1%
6	CC(C)n1cnc2cc(NCc3ccccn3)ccc21	5%	-15%	-18%	-0.7%	-2%
7	CC1CCCN(CC(O)COCc2ccccc2)C1 (configuration not stated)	6%	-20%	-22%	-0.4%	-7%
8	Cc1ccc(/C=C2\SC(=S)N(c3cccnc3)C2=O)cc1	0%	-12%	-15%	1.4%	0%
9	CCCc1cc(=O)[nH]c(SCC(=O)Nc2cc(C)on2)n1	-9%	-30%	-34%	-1.5%	5%
10	Cc1ccc2c(c1)N(CCCC(=O)Nc1cccc(C(F)(F)F)c1)C(=O)CO2	13%	-17%	-17%	2.7%	6%
11	CNC(=O)C1CCN(C(=O)c2ccc(-c3ccccc3)cc2)CC1	54%	-48%	-11%	-0.4%	7%
12	CC(C)CCNC(=O)CN(Cc1ccc2c(c1)OCO2)C(=O)CCC(=O)Nc1ccccn1	8%	-37%	-7%	-1.6%	16%

item	GPR55 beta-arrestin	KOR beta-arrestin-2	Siah-1 displacement	AID2073
1	-0.2%	4.5%	31%	13%
2	-0.6%	4.6%	-4%	-2%
3	0.3%	-0.3%	5%	-10%
4	-0.1%	-8.0%	1%	16%
5	0.2%	-2.6%	-4%	-5%
6	-0.1%	4.5%	0%	-40%
7	0.4%	-2.7%	0%	3%
8	-0.4%	-3.2%	0%	0%
9	0.7%	0.7%	-1%	0%
10	-0.1%	5.0%	9%	4%
11	-0.1%	-1.6%	-2%	6%
12	0.3%	4.1%	-3%	11%

Entries shown so far that have fluorine (2):
item	SMILES	GPR55 LPI antagonism	KOR beta-arrestin-1	NOD1 NF-kB reporter	HIV fusion peptide	GPR35 arrestin U2OS
2	CC1CCCCC1NC(=O)CO/N=C/c1ccccc1OC(F)F (configuration not stated)	6%	-7%	-27%	1.3%	-4%
10	Cc1ccc2c(c1)N(CCCC(=O)Nc1cccc(C(F)(F)F)c1)C(=O)CO2	13%	-17%	-17%	2.7%	6%

item	GPR55 beta-arrestin	KOR beta-arrestin-2	Siah-1 displacement	AID2073
2	-0.6%	4.6%	-4%	-2%
10	-0.1%	5.0%	9%	4%

Continued.
item	SMILES	GPR55 LPI antagonism	KOR beta-arrestin-1	NOD1 NF-kB reporter	HIV fusion peptide	GPR35 arrestin U2OS
13	CCCCOc1ccc(-c2nnn(CCC(=O)N3CCOCC3)n2)cc1	7%	-17%	-22%	1.1%	-5%
14	CC(C)(C)OC(=O)Cn1c(=O)cnc2ccccc21	7%	-12%	10%	-0.6%	-6%
15	COc1cccc(CN2CCCCC2C(=O)O)c1 (configuration not stated)	-3%	3%	-27%	2.3%	-4%
16	Nc1cccc(Oc2ccc3c(c2)C(=O)N(CC2CCCO2)C3=O)c1 (configuration not stated)	0%	-27%	-10%	-0.7%	9%
17	Cc1ccc(C)c(N2CCN(CC3CCCCC3)CC2)c1	27%	-53%[20 µM]	3%	1.9%	5%
18	COc1ccc(-n2c(=S)[nH]c3cc(C(=O)NCCCN4CCOCC4)ccc3c2=O)c(OC)c1	7%	-17%	-38%	-0.9%	0%
19	CNS(=O)(=O)c1cccc(C(=O)NCC2(N3CCCCC3)CCCCC2)c1	9%	-31%	-33%	-0.9%	-6%
20	CC(=O)Nc1nc(C)cs1	6%	9%	-18%	-2.8%	2%
21	Cc1ccc2c(c1C)NC(C(=O)O)C1CC=CC21 (configuration not stated)	-7%	-12%	-6%	44%	-10%
22	c1ccc(-c2noc(CN3CCN(C(c4ccccc4)c4ccccc4)CC3)n2)cc1	13%	27%	0%	-0.6%	7%
23	CC(=O)N1CCN=C1SCc1ccccc1F	-3%	22%	-8%	2.1%	2%
24	CCCCNC(=O)CSc1nc(COc2ccccc2)nc2ccccc12	10%	-19%[20 µM]	-9%	-0.2%	1%

item	GPR55 beta-arrestin	KOR beta-arrestin-2	Siah-1 displacement	AID2073
13	-0.2%	-2.7%	-3%	-3%
14	-0.1%	-0.5%	2%	0%
15	1.7%	-4.5%	1%	-7%
16	0.3%	3.3%	-6%	-11%
17	-0.3%	5.7%	15%	1%
18	-0.5%	-3.4%	0%	-10%
19	-0.2%	-3.8%	-2%	40%
20	0.2%	-4.8%	7%	4%
21	0.2%	-4.1%	10%	43%
22	-0.1%	1.1%	2%	0%
23	0.8%	0.9%	-1%	3%
24	0.0%	-10%	9%	2%

Next compounds
item	SMILES	GPR55 LPI antagonism	KOR beta-arrestin-1	NOD1 NF-kB reporter	HIV fusion peptide	GPR35 arrestin U2OS
25	COc1ccc(Nc2cc(C(=O)NCCCN3CCOCC3)c3ccccc3n2)cc1	11%	-12%	-5%	-1.3%	-12%
26	CCCNC(=O)CN1C(=O)COc2ccc(S(=O)(=O)N3CC(C)CC(C)C3)cc21 (configuration not stated)	-13%	-13%	11%	1.4%	-28%
27	O=C(CN1C(=O)c2ccccc2C1=O)NC1CCCCC1	7%	-8%	-40%	-0.8%	-5%
28	COc1ccc(S(=O)(=O)N(C)C)cc1NCC(=O)Nc1ccc(Br)c(C)c1	-10%	-19%	-5%	1.4%	-3%
29	COc1ccccc1N(Cc1ccccc1)S(=O)(=O)c1cccc(C(=O)Nc2cccc(C)n2)c1	13%	4%	18%	-0.3%	-3%
30	CC(C)CNC(CC(=O)Nc1cccc([N+](=O)[O-])c1)C(=O)O (configuration not stated)	5%	-32%	-16%	-1.9%	11%
31	CC(C(=O)NCc1ccc(F)cc1)c1ccc([N+](=O)[O-])cc1 (configuration not stated)	-5%	9%	-9%	-0.5%	-4%
32	Cc1cc(NS(=O)(=O)c2ccc(NC(=O)Nc3cccc(C(F)(F)F)c3)cc2)no1	-6%	-4%	-19%	33%	6%
33	O=C(CCn1nc(-c2ccc(Cl)cc2)ccc1=O)N1CCN(c2ccc(F)cc2)CC1	23%	11%	0%	-1.3%	0%
34	Oc1ccc(/C=N/n2c(-c3ccccc3)n[nH]c2=S)cc1	11%	-45%[20 µM]	-22%	2.3%	-4%
35	Cc1cc(NC(=O)C(=O)NCCN2CCN(S(C)(=O)=O)CC2)ccc1Br	-1%	-39%[20 µM]	-11%	-1.3%	8%
36	O=C(N/N=C/c1cccc(Cl)c1)C1CCCC1	8%	-10%	-48%	0.0%	-4%

item	GPR55 beta-arrestin	KOR beta-arrestin-2	Siah-1 displacement	AID2073
25	0.3%	-3.5%	9%	-6%
26	0.5%	2.1%	-2%	7%
27	-0.1%	0.7%	0%	7%
28	-0.4%	0.1%	0%	7%
29	0.0%	15%	-2%	9%
30	-0.3%	0.9%	3%	-2%
31	0.3%	3.7%	-1%	-13%
32	-0.3%	-5.6%	7%	0%
33	-0.3%	-8.6%	-1%	-1%
34	0.1%	-2.2%	4%	-30%
35	-0.1%	-1.8%	-1%	-7%
36	-0.1%	12%	6%	-8%

(more compounds)
item	SMILES	GPR55 LPI antagonism	KOR beta-arrestin-1	NOD1 NF-kB reporter	HIV fusion peptide	GPR35 arrestin U2OS
37	Cc1cc(C(=O)OCC(=O)Nc2ccc(F)cc2F)c(C)o1	6%	8%	-17%	-1.9%	17%
38	O=C(C1Cc2ccccc2CN1S(=O)(=O)c1ccc(F)cc1)N1CCOCC1 (configuration not stated)	6%	19%	-1%	2.1%	2%
39	COc1ccc(NC(=O)CSc2n[nH]c(CNc3cccc(C)c3)n2)cc1	-1%	-12%	17%	-0.3%	2%
40	CN(Cc1cnn(C)c1)C(=O)c1cc2ccccc2oc1=O	-3%	46%	-12%	-0.9%	-9%
41	CCCCn1c(=O)c(C(C)=O)c(O)c2ccccc21	9%	-28%	-17%	-1.0%	-2%
42	Cc1ccc(-c2ccc(CCC(=O)O)n2-c2cccc(C(=O)O)c2)cc1	-6%	-12%	-6%	6.2%	0%
43	CCn1cc(C(=O)O)c(=O)c2cc(F)c(N3CCN(C)CC3)cc21	10%	0%	-18%	1.1%	4%
44	Cc1ccc2[nH]c(=O)c(CN(C)C(=O)c3ccccn3)cc2c1	2%	35%	-9%	-2.2%	-3%
45	O=C(CCCN1C(=O)/C(=C/c2cccs2)SC1=S)Nc1ccc(O)cc1	-15%	-35%	28%	-0.9%	6%
46	COc1ccc(S(=O)(=O)Nc2c(C)n(C)n(-c3ccccc3)c2=O)cc1Br	5%	32%	-8%	-1.6%	-24%
47	CCOC(=O)CCC(=O)N1CCNC(=O)C1	-8%	-41%	-5%	0.4%	-1%
48	COc1ccccc1NC(=O)Nc1ccnn1C1CCN(C(=O)c2cccnc2)CC1	64%	-2%	5%	-2.1%	1%

item	GPR55 beta-arrestin	KOR beta-arrestin-2	Siah-1 displacement	AID2073
37	-0.1%	1.5%	-1%	7%
38	-0.1%	-2.9%	-4%	6%
39	0.0%	-4.2%	2%	-9%
40	-0.1%	-5.4%	8%	0%
41	0.5%	-4.1%	-1%	7%
42	-0.3%	-5.6%	14%	19%
43	0.8%	4.3%	-4%	3%
44	-0.1%	-3.6%	2%	-4%
45	0.0%	3.4%	-4%	1%
46	-0.1%	-1.9%	-1%	-1%
47	-0.3%	-2.6%	-2%	26%
48	-0.1%	-7.4%	0%	8%

(continued)
item	SMILES	GPR55 LPI antagonism	KOR beta-arrestin-1	NOD1 NF-kB reporter	HIV fusion peptide	GPR35 arrestin U2OS
49	Oc1ccc(Br)cc1/C=N/Nc1ccccn1	-3%	-2%	-5%	0.9%	-3%
50	CCCc1[nH]nc2c1C(Cc1ccccc1)C(C#N)=C(N)O2 (configuration not stated)	-7%	-9%	3%	-3.9%	-2%
51	O=C(CSc1ncccn1)N1CCN(Cc2ccccc2)CC1	12%	7%	-18%	1.8%	-4%
52	Cn1c(C(=O)N2CCN(C(=O)c3ccco3)CC2)cc2c(=O)n3ccccc3nc21	-5%	-16%	-16%	-0.5%	-7%
53	O=C(c1cccc(S(=O)(=O)Nc2ccccc2Cl)c1)N1CCN(C(=O)c2ccco2)CC1	-2%	9%	-41%	1.1%	-18%
54	CCC(O)CNC(=O)NC(=C(Cl)Cl)c1ccc(C)c(F)c1 (configuration not stated)	8%	18%	65%	2.2%	-7%

item	GPR55 beta-arrestin	KOR beta-arrestin-2	Siah-1 displacement	AID2073
49	0.4%	1.3%	-8%	16%
50	-1.0%	.	6%	-4%
51	-0.4%	-2.7%	-1%	-19%
52	-0.1%	-3.2%	0%	50%
53	-0.1%	-3.0%	14%	-10%
54	-0.2%	2.6%	8%	21%

Screening data (PubChem)
